Gli-Sufu antag: Gli-Sufu pathway antagonists, primary screen, luciferase luminescence, Sufu-KO-LIGHT cells, uHTS; Sufu-KO-LIGHT fibroblasts, Gli luciferase reporter luminescence; inhibition, % at 5 µM; actives 0.74% (n = 340,000);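 active = inhibition above about 55%, limit read from the data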;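 also: 0% = DMSO-treated cells and 100% = wells with medium but no cells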
SENP8 inh: SENP8 protease inhibitors, primary screen, biochemical, luminescence | actives 1.2% (n = 330,000) | inhibition, % at 10 µM | purified SENP8, Z-RLRGG-aminoluciferin cleavage | Sentrin-specific protease 8 (Homo sapiens), Q96LD8
EBI2 antag: EBI2 receptor antagonists, beta-arrestin recruitment, primary screen, cell-based, luminescence, 7a,25-OHC stimulation, uHTS; G-protein coupled receptor 183 (Homo sapiens), P32249; 7a,25-OHC stimulated; inhibition, % at 5 µM; actives 0.81% (n = 360,000); AID 651636, 2012; in the data active = inhibition above about 38%;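 also: enzyme fragment complementation signal reports receptor beta-arrestin coupling in cells; 0% = agonist plus DMSO wells and 100% = wells without agonist; some results beyond the cut were filed as inactive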
UBC13 inh: UBC13 polyubiquitin chain formation inhibitors, primary screen, biochemical, TR-FRET, uHTS. Ubiquitin-conjugating enzyme E2 N (Homo sapiens), P61088. inhibition, % at 20 µM. actives 0.47% (n = 330,000). AID 485273, 2010; in the data active = inhibition above about 45%, passing the limit was not always enough
697 NFkB inh: inhibitors of PMA/ionomycin-induced NF-kB reporter, 697 cells, primary screen, B-cell NF-kB inhibitor project, cell-based, luminescence, uHTS; 697 B-cell NF-kB luciferase reporter, 16 h; inhibition, % at 4 µM; actives 0.33% (n = 330,000); AID 435022, 2010; in the data active = inhibition above about 35%
CCR6 antagonist: CCR6 receptor antagonists, primary screen, cell-based, CHO-K1, luminescence, beta-arrestin, uHTS; C-C chemokine receptor type 6 (Homo sapiens), P51684; CHO-K1 CCR6 PathHunter beta-arrestin, CCL20-stimulated; inhibition, % at 20 µM; actives 0.49% (n = 340,000); AID 493098, 2011;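 active = compounds whose inhibition of the agonist-driven luminescence signal at 20 µM reaches about 50%, limit read from the data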;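 also: cells stimulated with CCL20 at 14 nM final; plate controls were DMSO with CCL20 for no effect and DMSO without agonist for full effect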
Apaf1 inhib: inhibitors of human Apaf-1 apoptosome, primary screen, biochemical, DEVD-Rh110 fluorescence, uHTS. reconstituted apoptosome caspase-3 activity. actives 0.71% (n = 330,000). Apoptotic protease-activating factor 1 (Homo sapiens), O14727. inhibition, % at 20 µM; active = inhibition of at least 40% at 20 µM;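 also: plate controls were DMSO wells for no effect and DEVD-CHO caspase inhibitor wells for full effect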
Target sequence (O14727 whole entry, looked up): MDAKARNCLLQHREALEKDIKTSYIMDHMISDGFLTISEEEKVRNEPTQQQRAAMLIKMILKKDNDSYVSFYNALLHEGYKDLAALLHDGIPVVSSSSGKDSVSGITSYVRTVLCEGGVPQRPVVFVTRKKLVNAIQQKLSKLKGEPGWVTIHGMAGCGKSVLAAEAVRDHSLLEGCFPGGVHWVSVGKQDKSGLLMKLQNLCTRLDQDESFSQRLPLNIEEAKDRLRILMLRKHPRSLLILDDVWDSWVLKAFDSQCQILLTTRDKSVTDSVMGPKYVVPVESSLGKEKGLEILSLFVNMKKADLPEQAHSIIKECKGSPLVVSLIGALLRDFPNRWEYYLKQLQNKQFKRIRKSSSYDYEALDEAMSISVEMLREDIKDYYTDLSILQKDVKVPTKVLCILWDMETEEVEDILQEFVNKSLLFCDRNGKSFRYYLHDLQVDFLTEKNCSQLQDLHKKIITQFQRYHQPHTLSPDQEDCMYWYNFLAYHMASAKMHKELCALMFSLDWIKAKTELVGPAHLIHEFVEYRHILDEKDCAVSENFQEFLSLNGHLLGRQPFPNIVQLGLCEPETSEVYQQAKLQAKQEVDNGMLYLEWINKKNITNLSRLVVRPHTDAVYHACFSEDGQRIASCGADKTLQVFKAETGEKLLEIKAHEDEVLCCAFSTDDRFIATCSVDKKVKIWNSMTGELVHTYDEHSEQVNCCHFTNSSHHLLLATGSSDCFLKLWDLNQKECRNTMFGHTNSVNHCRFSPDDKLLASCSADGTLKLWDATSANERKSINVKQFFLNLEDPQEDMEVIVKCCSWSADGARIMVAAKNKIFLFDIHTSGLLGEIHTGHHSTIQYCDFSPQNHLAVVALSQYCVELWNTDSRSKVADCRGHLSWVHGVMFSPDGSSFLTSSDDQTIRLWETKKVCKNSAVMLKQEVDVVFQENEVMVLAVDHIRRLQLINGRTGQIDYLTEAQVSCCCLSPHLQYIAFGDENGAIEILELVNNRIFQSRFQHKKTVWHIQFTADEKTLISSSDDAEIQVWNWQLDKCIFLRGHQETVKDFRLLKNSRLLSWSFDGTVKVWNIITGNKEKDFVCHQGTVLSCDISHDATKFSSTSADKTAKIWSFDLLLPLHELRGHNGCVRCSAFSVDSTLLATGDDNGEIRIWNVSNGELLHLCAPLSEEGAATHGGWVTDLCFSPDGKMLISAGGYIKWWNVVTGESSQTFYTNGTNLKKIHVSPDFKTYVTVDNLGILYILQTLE
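Material: biochemical Apaf-1 apoptosome reconstitution. Medium: Hepes buffer, pH 7.5. Also added: cytochrome c activation, bis-DEVD rhodamine 110 substrate. Timing: 30 min compound preincubation, 50 min activation, room temperature. Measured by: rhodamine 110 fluorescence at Ex 480/Em 540 nm.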
Jurkat NFkB inh: inhibitors of induced NF-kB luciferase reporter, primary screen, TCR NF-kB activation inhibitor project, cell-based, luminescence, uHTS. AID 435003, 2010. actives 0.53% (n = 330,000). inhibition, % at 4 µM. Jurkat, PMA/ionomycin-induced NF-kB luciferase reporter
Active calls of the source: *; x = no result given; & = joins results of further samples. Rule as the data show it, unless noted: active = inhibition above about 50%; inactive = the rest.

SMILES	Gli-Sufu antag	SENP8 inh	EBI2 antag	UBC13 inh	697 NFkB inh	CCR6 antagonist	Apaf1 inhib	Jurkat NFkB inh
CCN(CC)c1ccc(C=NCCNS(=O)(=O)c2ccc(C)cc2)cc1	31	-1	6	5	18	8	3	-6
CCc1cccc(CC)c1C(O)c1cccnc1 (stereo not given)	4	5	6	4	-1	3	-3	0
COc1ccc(S(=O)(=O)n2nc(C)cc2C)c(C)c1C	-5	-2	1	-1	-10	5	5	-8
O=C(CSc1nc(-c2ccccc2)cs1)Nc1ccccc1[N+](=O)[O-]	1	-6	7	3	10	21	8	7
CCC1Oc2ccccc2N(CC(=O)NCc2cccs2)C1=O (stereo not given)	-3	1	-11	4	13	11	2	24
O=C(CSc1n[nH]c(-c2ccccc2O)n1)NC1CCCCC1	2	-4	7	3	5	3	5	-10
O=C(CC12CC3CC(CC(C3)C1)C2)NCC(=O)OCc1cc(=O)oc2ccc3ccccc3c12	-3	2	34	-9	-10	14	15	-16
Cc1ccc2[nH]c3c(c2c1)CC/C(=C/c1ccccc1)C3=O	-71	-11	10	-10	-91	1	18	-36
CCC(C)(C)NC(=O)CN(Cc1cccs1)C(=O)CNS(=O)(=O)c1ccc(C)cc1	11	-3	-8	-16	-39	3	17	-4
O=C(COC(=O)C1CC1)Nc1c(Cl)cccc1C(F)(F)F	-8	0	-14	6	11	7	4	3
C[C@H](CO)N1C[C@H](C)[C@@H](CN(C)Cc2ccc(C(=O)O)cc2)Oc2ccc(NS(C)(=O)=O)cc2C1=O	-3	-11	-9	-4	-5	10	11	-17
Cc1cc(C(=O)CSc2nc3ccccc3[nH]2)c(C)n1C	-107	-11	7	1	-175	-4	4	-95
CC(C)Cn1c(N)c(C(=O)CSc2n[nH]c(N)n2)c(=O)n(C)c1=O	-2	-7	-2	-9	18	-3	-3	-10
Cc1nn(-c2nc(-c3ccco3)cc(C(F)(F)F)n2)c(C)c1Cl	12	-7	13	6	-15	-1	5	4
Cn1c(=O)c2c(nc3n2CCS3)n(C)c1=O	3	1	0	1	25	4	-22	8
O=C(NCc1ccccc1Cl)c1ccc2c(c1)SC1=NS(=O)(=O)CCN12	-23	2	8	2	33	-1	-16	5
C=CC[C@@H](CC(=O)N[C@H](CO)Cc1ccccc1)C(=O)N[C@@H](C)COC(=O)[C@@H](CC=C)Cc1ccc(F)cc1	1	-9	3	0	-18	0	16	4
COc1ccc(S(=O)(=O)N(C)CC(=O)Nc2ccc(C(F)(F)F)cc2)cc1Cl	-8	-11	7	-7	-26	21	12	-29
O=C(N/C(=C/c1cccs1)C(=O)N1CCCC1)c1ccccc1	-10	0	-6	1	11	2	9	4
COc1cc(SC)ccc1C(=O)Nc1ccc2c(c1)CCC2	-88	67*	31	0	-156	11	24	-149
Cc1ccc(C(=O)NCCCNC(=O)Cc2ccccc2)cn1	1	-11	-7	-14	0	3	7	-3
O=C(O)C1CCN(c2ccc(S(=O)(=O)N3CCCCC3)cc2[N+](=O)[O-])CC1	-3	7	7	-6	11	21	-4	5
CN(CCOc1ccccc1)CC(=O)Nc1ccc(Cl)c(S(=O)(=O)N(C)C)c1	14	-8	8	12	13	9	-4	0
CNC(=O)c1nc(C)n(-c2ccc([N+](=O)[O-])cc2)n1	-1	-10	-4	-1	12	4	0	-2
COc1ccc(Oc2nccc(OC)c2C#N)cc1	-9	-2	2	4	-4	9	2	-7
O=C1[C@H]2[C@@H](c3ccc(F)cc3)N3C(=O)N(c4cccc(Cl)c4)C(=O)[C@@]3(Cc3ccccc3)[C@H]2C(=O)N1C1CCCCC1	-18	2	-8	-13	-3	-6	18	-7
Cn1nc(C(=O)Nc2ccccc2Cl)cc1C(=O)Nc1ccccc1Cl	-1	4	-6	7	6	4	-9	4
Cc1cnc(C(=O)OCC(=O)c2ccc(Br)s2)cn1	-4	-8	12	-10	5	-4	-2	14
Cc1cnn(CCC(=O)NNC(=S)Nc2cccc(Cl)c2)c1	-8	3	-1	-2	9	34	6	-1
O=S(=O)(N/N=C/c1ccc(F)cc1)c1ccccc1	3	3	-1	1	13	15	15	-4
Cc1cc(C)cc(NC(=S)NCCN2CCOCC2)c1	6	-4	-12	4	-7	-1	-8	7
CC1CCc2nc(NC(=O)C3CCCO3)sc2C1 (stereo not given)	-29	-2	-3	-4	-139	3	7	-148
COc1cc(C(=O)NC(=S)NCc2ccco2)cc(OC)c1OC	12	-2	0	-19	14	-2	5	-12
Cc1onc(-c2ccccc2Cl)c1C(=O)NCC(=O)O	5	10	-4	4	26	1	-5	-1
CC(C)(C)Cc1nnc(NC(=O)c2ccc3c(c2)OCO3)s1	-86	-2	-8	0	-156	11	6	-81
Cc1ccc(NC(=O)c2ccco2)c(NC(=O)C2CCCO2)c1 (stereo not given)	-5	-11	-2	-12	-7	9	2	-9
O=C(c1ccccc1F)N1CCOCC1	-9	-10	-2	-11	-6	-2	-2	19
Cc1c(C(=O)O)cccc1-n1c(C)cc(C=O)c1C	-7	1	9	7	4	-7	-6	2
O=C(O)CSCC(=O)N1CCN(c2ncnc3scc(-c4ccccc4)c23)CC1	2	-3	8	-8	3	4	6	0
CCOc1ccc(C=O)cc1CN1CCCCC1	6	-11	-7	-9	10	5	1	-2
CSc1nsc(SCC(=O)NC2CCCCC2)n1	-6	2	-7	3	2	12	3	-14
COc1ccc(/C=C2\SC(=S)N(CCC(=O)Nc3ccccc3C(=O)O)C2=O)cc1	11	5	-4	-10	15	26	14	12
COCCNc1oc(-c2ccc(Cl)cc2)nc1C#N	-40	-2	-1	10	-45	14	0	-44
COc1cccc(NC(=O)COC(=O)c2c(-c3ccccc3)noc2C)c1	0	1	-1	13	19	-10	-9	7
CCN(CC(=O)Nc1cc(S(=O)(=O)N2CCCCC2)ccc1C)Cc1ccccc1	29	4	1	-2	-8	10	33	12
CCc1nnc(NS(=O)(=O)c2ccc(N=Cc3c(C)[nH]n(-c4cccc(Cl)c4)c3=O)cc2)s1	6	2	-5	-37	-1	11	29	6
CN1CCN(C(=O)c2c(O)c3cccc4c3n(c2=O)CC4)CC1	32	6	-3	12	7	9	6	-17
Cc1ccccc1NC(=S)N(CCN1CCCCCC1)Cc1cccs1	8	-10	-6	-3	-2	2	-5	-10

Exported bar-delimited: part of the list above
canonical_smiles | Gli-Sufu antag | SENP8 inh | EBI2 antag | UBC13 inh | 697 NFkB inh | CCR6 antagonist | Apaf1 inhib | Jurkat NFkB inh
COc1cccc(NC(=O)COC(=O)c2c(-c3ccccc3)noc2C)c1 | 0 | 1 | -1 | 13 | 19 | -10 | -9 | 7
CCN(CC(=O)Nc1cc(S(=O)(=O)N2CCCCC2)ccc1C)Cc1ccccc1 | 29 | 4 | 1 | -2 | -8 | 10 | 33 | 12
CCc1nnc(NS(=O)(=O)c2ccc(N=Cc3c(C)[nH]n(-c4cccc(Cl)c4)c3=O)cc2)s1 | 6 | 2 | -5 | -37 | -1 | 11 | 29 | 6
CN1CCN(C(=O)c2c(O)c3cccc4c3n(c2=O)CC4)CC1 | 32 | 6 | -3 | 12 | 7 | 9 | 6 | -17

Further entries
SMILES	Gli-Sufu antag	SENP8 inh	EBI2 antag	UBC13 inh	697 NFkB inh	CCR6 antagonist	Apaf1 inhib	Jurkat NFkB inh
Cc1[nH]c2ccc(-c3nnc(SCC(=O)NCc4ccco4)n3Cc3ccccc3)cc2c1C	-12	-1	31	1	13	19	21	3
CCc1cc(C(N)=S)ccn1	2&-12	7&-5	-1&8	7&-7	10&-8	1&6	-4&4	0&-3
O=C(Nc1ccc2ncccc2c1)c1ccccc1Br	-50	29	2	0	-105	10	9	-109
CC(C)NC(=S)N/N=C/C1=CCC2CC1C2(C)C (stereo not given)	4	-5	18	-2	2	29	38	-16
COc1cc2cnc(-c3ccccc3)c(-c3ccc([N+](=O)[O-])cc3)c2cc1OC	5	-2	9	2	13	9	9	-7
CC(=O)c1c(C)[nH]c(C(=O)N2c3ccccc3CC2C)c1C (stereo not given)	7	2	-4	0	3	2	9	-1
O=c1[nH]c(C2CCN(S(=O)(=O)/C=C/c3ccccc3)CC2)nc2c1nnn2Cc1ccc(F)cc1	15	-5	48*	6	-3	5	35	-6
Oc1ccccc1-c1cc(C(F)(F)F)nc(-c2ccccc2)n1	1	-7	5	-11	-17	13	1	6
O=C(CCC(=O)N1CCOc2ccc(Cl)cc21)NCc1ccccc1	1	2	-3	9	7	15	-6	8
Cc1csc(=NC(=O)c2ccccc2)n1C	-65	-8	-21	5	-58	0	1	-56
Cc1c(NC(=O)c2cc(-c3ccccc3)on2)c(=O)n(-c2ccccc2)n1C	2	-2	-4	-5	20	15	-10	13
Cc1cc(C(F)F)nn1CC(=O)NC1CCCCCC1	-16	0	6	2	6	8	4	16
O=C(NCCS(=O)(=O)N1CCN(c2cccc(Cl)c2)CC1)C1CC1	5	0	0	-3	15	9	2	8
NC(=S)NNC(=O)Nc1ccc(Cl)c(Cl)c1	-2	-3	-7	2	8	1	11	-1
COC(=O)c1c(-c2cccc(C)c2)csc1NC(=O)C1CCCO1 (stereo not given)	21	2	11	1	-13	5	12	-24
O=C(NCC1CCCO1)C(=O)NCC(c1ccco1)N1CCN(c2ccc(F)cc2)CC1 (stereo not given)	2	-5	-5	-13	-50	2	3	-6
COc1ccc(Nc2nc(N)nc(CN(C)C3CCCCC3)n2)cc1	1	-12	-6	-2	2	6	0	-12
COC(=O)c1ccc(COc2ccc(CNCc3ccc(Cl)cc3)cc2)cc1	-7	-6	-11	-8	-78	-3	8	-54
COc1ccc(Cl)cc1NC(=O)CN(C)C(=O)CCc1nc2ccccc2c(=O)[nH]1	-14	1	-1	10	12	5	6	-1
COc1ccc(C(=O)NC(=S)N2CCOCC2)cc1[N+](=O)[O-]	1	9	-4	1	14	4	3	21
CN1C(=O)N(C)C2(CC1(C)C)CC(C)(C)N(C)C(=O)N2C	5	-1	-5	3	24	11	-9	-2
COC(=O)c1ccccc1S(=O)(=O)N1CCC(C(=O)NCCC2=CCCCC2)CC1	3	-1	1	-7	12	15	25	-2
COc1ccc(CCn2c(N3CCN(Cc4ccccc4)CC3)nc3c2c(=O)[nH]c(=O)n3C)cc1	11	1	9	7	5	12	7	-2
Cc1nn(C)c(Oc2cccc(Cl)c2)c1C#N	-9	-9	2	-18	-7	-9	-9	-20
Cc1ncc(CO)c(/C=N/NC(=S)Nc2ccc(Cl)c(Cl)c2)c1O	-13	4	-7	51*	26	8	-16	5
COc1cc(CC(=O)OCC(=O)N2CCCCC2)cc(OC)c1OC	x	-7	-8	-6	-7	-2	4	-16
COc1ccc(NS(=O)(=O)c2ccc(C)c(C(=O)OC(C)C(=O)N3CCOCC3)c2)cc1 (stereo not given)	9	4	-9	24	15	4	24	14
CCC(=O)N1CCc2cc(S(=O)(=O)NCCC(=O)N3CCN(c4cccc(OC)c4)CC3)ccc21	10	7	-9	4	-12	6	4	-9
CC(C)(C)CC(C)(C)NC(=S)Nc1ccc(S(=O)(=O)N2CCOCC2)cc1	13	6	8	11	-19	18	10	12
NC1=Nc2cccc3cccc1c23	6	11	-20	-56	-12	-16	67*	-5
O=C1CCCCN1CCC(=O)N1CCCC(N2CCN(c3cccc(Cl)c3)CC2)C1 (stereo not given)	13	1	4	-5	-17	15	-2	-1
O=c1c2ccccc2nc(-c2ccccc2)n1/N=C/c1ccc([N+](=O)[O-])cc1	11	-3	-1	21	15	-3	13	2
CN(C(=O)COC(=O)CCc1nc2ccccc2c(=O)[nH]1)C1CCS(=O)(=O)C1 (stereo not given)	2	-6	3	-12	-28	-3	7	-8
CC(=O)c1ccc(S(=O)(=O)N2CCN(C(=O)/C=C/c3ccc4ccccc4n3)CC2)cc1	13	-7	62*	-9	25	20	3	13

A portion of the library; rates above refer to the full screens.
